Bioassay records: PubChem, The Scripps Research Institute Molecular Screening Center
PAFAH1B3 FP inh: PAFAH1B3 (human) inhibition | Q15102 | recombinant PAFAH1B3, FP-rhodamine probe, fluorescence polarization | inhibition, % at 3.39 µM | hit rate 0.28% among 340,000 | AID 492972;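 active means inhibition above the screen-wide average of all tested compounds plus 3 SD, cut at about 25% in these data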;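 further: 0% = enzyme with DMSO only and 100% = wells lacking PAFAH1B3 protein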
Target sequence (Q15102 whole entry, looked up): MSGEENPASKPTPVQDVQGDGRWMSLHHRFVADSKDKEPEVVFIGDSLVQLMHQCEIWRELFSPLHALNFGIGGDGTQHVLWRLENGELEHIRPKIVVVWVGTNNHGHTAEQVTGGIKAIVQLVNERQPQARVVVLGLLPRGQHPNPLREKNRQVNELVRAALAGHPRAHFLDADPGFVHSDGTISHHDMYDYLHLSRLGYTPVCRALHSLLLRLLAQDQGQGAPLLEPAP
PAFAH2 inh: inhibitors of human PAFAH2; Q99487; inhibition, % at 3.39 µM; AID 492956; recombinant PAFAH2, FP-rhodamine activity probe, fluorescence polarization; hit rate 0.99% among 340,000;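 active means inhibition above the mean over all tested compounds plus 3 SD, cut at about 30% in these data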;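 further: inhibitors block probe labeling of enzyme so polarization drops; 0% = enzyme with DMSO and 100% = wells lacking PAFAH2 protein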
PAFAH1B2 FP inh: PAFAH1B2 (human) inhibition | inhibition, % at 3.39 µM | AID 492953 | hit rate 1.2% among 340,000 | recombinant PAFAH1B2, FP-rhodamine activity probe, fluorescence polarization | P68402;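 active means inhibition above the mean of all tested compounds plus 3 SD, cut at about 24% in these data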;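 further: 0% = enzyme with DMSO and 100% = wells lacking PAFAH1B2; many of its hits are not listed in these tables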
Target sequence (P68402 whole entry, looked up): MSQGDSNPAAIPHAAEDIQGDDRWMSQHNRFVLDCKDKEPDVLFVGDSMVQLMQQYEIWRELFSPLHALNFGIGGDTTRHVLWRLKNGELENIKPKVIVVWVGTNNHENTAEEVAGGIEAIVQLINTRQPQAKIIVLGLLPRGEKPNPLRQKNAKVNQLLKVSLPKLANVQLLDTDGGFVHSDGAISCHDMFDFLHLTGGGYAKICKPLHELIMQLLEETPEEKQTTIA
Numbers without * were called inactive. The list is partial. The share of hits here may be higher or lower than overall.

SMILES	PAFAH1B3 FP inh	PAFAH2 inh	PAFAH1B2 FP inh
NC(=O)c1ncn([C@@H]2O[C@H](CNCc3ccc(OCC(=O)Nc4ccccn4)cc3)[C@@H](O)[C@H]2O)n1	9	2	14
O=C1c2cccc(NCCNCCO)c2C(=O)c2cccc(NCCNCCO)c21	-17	-17	-8
Cc1ccc2c(C)c(C(=O)N3CCCC(C(N)=O)C3)oc2c1C (stereo unspecified)	4	4	6
CCN(C(=O)COC(=O)c1cc(C)n(-c2ccc(F)cc2)c1C)C1CCS(=O)(=O)C1 (stereo unspecified)	-1	-1	5
COc1ccc(S(=O)(=O)N2CCOCC2)cc1C(=O)NCc1c(C)nn(Cc2ccccc2)c1C	-3	5	4
CCc1c(C(=O)NNC(=O)Nc2ccc3c(c2)OCO3)csc1C	-2	-5	-2
CCOC(=O)[C@@H]1CSCCS(=O)(=O)N1Cc1ccccc1Br	1	-2	2
CC12CCC(=O)N1C(C(=O)Nc1ccccc1N1CCCC1)CS2 (stereo unspecified)	8	-1	-3
Fc1ccccc1CSc1ncnc2c1ncn2C1CCCCO1 (stereo unspecified)	2	11	-2
Cc1cc(Cl)ccc1C(=O)C1CCCN(C(=O)CN2CCOC2=O)C1 (stereo unspecified)	5	-11	-4
COc1ccccc1C=NN=C(NN=Cc1ccccc1OC)NN=Cc1ccccc1OC	6	14	-2
COC(=O)C1=CN(Cc2ccc(OC)c(OC)c2)C=C(C(=O)OC)C1c1ccccc1F	1	2	2
CCN(C(=O)CSc1nc2cc(C(=O)O)ccc2c(=O)n1-c1ccccc1F)C1CCS(=O)(=O)C1 (stereo unspecified)	5	1	7
N#CCC(=O)Nc1ccc(C(=O)OC(C(=O)Nc2ccc([N+](=O)[O-])cc2Br)c2ccccc2)cc1 (stereo unspecified)	-25	-46	-15
C#CCOCCOCCOCCNc1nc(N2CCN(C(=O)Cn3cc(CC(C)O)nn3)CC2)nc(N2CCN(C(=O)[C@H](CCCCN)n3cc(CC(C)O)nn3)CC2)n1 (stereo partly specified)	3	5	0

A draw from above in order of SMILES length, lowest first:
SMILES	PAFAH1B3 FP inh	PAFAH2 inh	PAFAH1B2 FP inh
CCc1c(C(=O)NNC(=O)Nc2ccc3c(c2)OCO3)csc1C	-2	-5	-2
CCOC(=O)[C@@H]1CSCCS(=O)(=O)N1Cc1ccccc1Br	1	-2	2
Cc1cc(Cl)ccc1C(=O)C1CCCN(C(=O)CN2CCOC2=O)C1 (stereo unspecified)	5	-11	-4
NC(=O)c1ncn([C@@H]2O[C@H](CNCc3ccc(OCC(=O)Nc4ccccn4)cc3)[C@@H](O)[C@H]2O)n1	9	2	14

Additional entries.
SMILES	PAFAH1B3 FP inh	PAFAH2 inh	PAFAH1B2 FP inh
COC(=O)c1sc(NC(=O)c2ccoc2C)nc1C	2	2	5
O=[N+]([O-])c1cc(S(=O)(=O)N2CCOCC2)ccc1N1CCNCC1	-2	0	-1
CC[C@]1(C(=O)OC)[C@H]2C(=O)N(C)C(=O)[C@H]2[C@H]2CN=C(SC)N21	3	9	6
CCN1CCCC1CNC(=O)Cn1cc(C)c(=O)[nH]c1=O (stereo unspecified)	4	0	0
CCN(c1ccc(NC(=O)COC(=O)C2CCN(c3ccc(C(F)(F)F)cn3)CC2)cc1)C(C)C	-3	-2	8
CCN(CC)S(=O)(=O)c1ccc(C(O)=C(C#N)c2nc3ccccc3n2C)cc1	11	9	4
C=CCn1c(C)cc(-c2csc(NC)n2)c1C	7	0	0
CCOC(=O)c1c(C)[nH]c(C(=O)COC(=O)C2CC2)c1C	10	9	-4
COc1ccc(C(=O)N2CCN(S(=O)(=O)c3ccc(Cl)cc3)CC2)cc1S(=O)(=O)N1CCOCC1	11	3	12
CCn1cc(/C=C(\NC(=O)c2ccc(C)cc2)C(=O)NCCN2CCOCC2)c2ccccc21	11	-8	5
CC(C)(C)S(=O)N1Cc2cc(=O)n(Cc3ccccc3)c(CCO)c2[C@@H]1CCO (stereo partly specified)	4	7	5
NNC(=O)c1nnsc1-c1csnn1	8	1	2
CC[C@H](C)[C@H](NC(=O)OCc1ccccc1)C(=O)OCC(=O)N1CCN(c2ccc(OC)cc2)CC1	6	-1	-1
CC(=O)c1ccc(S(=O)(=O)N2CCN(C(=O)c3cccc(S(=O)(=O)N4CC(C)OC(C)C4)c3)CC2)cc1 (stereo unspecified)	-9	-5	5
C/C(=N/NC(=O)c1ccc(Br)s1)c1cccnc1	4	-4	-4

Shown with bars between the fields: six of the compounds above.
Structure | PAFAH1B3 FP inh | PAFAH2 inh | PAFAH1B2 FP inh
CC[C@]1(C(=O)OC)[C@H]2C(=O)N(C)C(=O)[C@H]2[C@H]2CN=C(SC)N21 | 3 | 9 | 6
CCN(CC)S(=O)(=O)c1ccc(C(O)=C(C#N)c2nc3ccccc3n2C)cc1 | 11 | 9 | 4
CCOC(=O)c1c(C)[nH]c(C(=O)COC(=O)C2CC2)c1C | 10 | 9 | -4
CC(C)(C)S(=O)N1Cc2cc(=O)n(Cc3ccccc3)c(CCO)c2[C@@H]1CCO (stereo partly specified) | 4 | 7 | 5
CCN1CCCC1CNC(=O)Cn1cc(C)c(=O)[nH]c1=O (stereo unspecified) | 4 | 0 | 0
C/C(=N/NC(=O)c1ccc(Br)s1)c1cccnc1 | 4 | -4 | -4

The list continues.
SMILES	PAFAH1B3 FP inh	PAFAH2 inh	PAFAH1B2 FP inh
Cc1ccc2nc(Cl)cc(=O)n2c1	11	3	0
COc1cc(OC)cc(C(=O)NC2CC3CCC(C2)N3Cc2ccco2)c1 (stereo unspecified)	0	4	0
O=C(NCC1CCCO1)c1cc(S(=O)(=O)N2CCOCC2)c(Cl)cc1Cl (stereo unspecified)	4	2	-7
CCC(=O)N1CCc2cc(S(=O)(=O)N(C)c3ccc(Br)cc3)ccc21	0	-9	4
O=C1NC[C@H](Cc2ccccc2)N(CC2CCN(CCC34CC5CC(CC(C5)C3)C4)CC2)C1=O	5	4	2
C=CCNc1nc(Cl)nc(Nc2cc(Cl)ccc2OC)n1	5	-1	-3
CCOC(=O)Sc1nc2ncncc2[nH]1	7	1	0
COc1ccc(Cl)cc1NC(=O)COC(=O)CCNS(=O)(=O)c1cccs1	-1	6	0
Cc1cccc(NS(=O)(=O)c2ccc(C(=O)NCC(c3ccccc3)N(C)C)cc2)c1C (stereo unspecified)	6	-2	0
Oc1ccc(C=NNc2ccccn2)c(O)c1	6	2	3
CCN1CCN(C(CNS(=O)(=O)c2ccc(C)cc2)c2ccccc2)CC1 (stereo unspecified)	12	0	4
CCn1cc(C(=O)NCCc2ccc(Cl)cc2)c(=O)c2ccc(C)nc21	-5	5	7
O=C(NCc1ccccc1)c1cccc(NC(=O)C2CCCCC2)c1	-3	-1	0
O=C(CNC(=O)c1ccccc1Br)NCC(c1ccco1)N1CCCCC1 (stereo unspecified)	4	8	2
COc1cccc(-c2ccc3c(c2)C2CC3CCN2C(=O)c2ccc(Cl)cc2)c1 (stereo unspecified)	1	0	3
COc1nc(N)nc2c1ncn2C1OC(CO)CC1O (stereo unspecified)	-1	-1	4
Cc1cc(OCC(=O)Nc2ccc(CN3CCOCC3)cc2)ccc1Cl	4	-7	-1
O=C1NC[C@H](Cc2ccccc2)N(CC2CCN(CCc3ccccc3)CC2)C1=O	-1	-2	-1
COc1ccc(CCCN2CCC(CN3CCNC(=O)C3=O)CC2)cc1OC	1	4	1
CCn1nc(CC(C)C)cc1C(=O)N1CCCC(Nc2ccc(F)cc2)C1 (stereo unspecified)	-2	-4	-4
O=C(NCCc1ccccc1)c1cccc(NC(=O)C2CCCC2)c1	9	-7	6
O=C(COC(=O)Cn1cc(C(F)(F)F)ccc1=O)NCc1ccccc1	-3	-3	2
Nc1cccc(-c2c[nH]c3ncc(-c4cccnc4)cc23)c1	7	5	-2
COc1ccccc1-c1c(C)oc2c(CN3CCN(CCO)CC3)c(O)ccc2c1=O	1	0	0
C#CCOCCOCCOCCNc1nc(N2CCOCC2)nc(N2CCN(C(=O)[C@H](Cc3ccc(O)cc3)n3cc(CCO)nn3)CC2)n1	0	0	0
COc1ccccc1CN1CCCC(N2CCN(c3ccccc3OC)CC2)C1 (stereo unspecified)	-2	4	-1
O=C1CCCN1CCCNCCCn1cnc2c(OCc3ccccc3)ncnc21	4	-7	6
CCOc1ccc(CN2CCNC(=O)C2CC(=O)NCc2csc(C(C)C)n2)cc1 (stereo unspecified)	2	14	-2
COc1cccc(CN2CC(C(=O)NCCCc3ccncc3)CCC2=O)c1 (stereo unspecified)	7	-3	-2
CC(=O)N(C)c1ccc(C=C2C=Cc3ccccc32)cc1	2	11	1
O=C(CN1CCCCCC1)N/N=C/c1ccc2ccccc2c1	14	-2	6
O=C(COC(=O)c1cc(S(=O)(=O)N2CCOCC2)ccc1O)NCc1ccc2c(c1)OCO2	-3	3	0
O=c1[nH]nc(-c2ccc(F)cc2)cc1-c1ccccc1	10	-10	3
CC(=NNc1ccccc1)C(C)=NNc1ccccc1	8	-3	7
CCc1c(C)nc(N2CCN(c3ccc(F)cc3)CC2)[nH]c1=O	6	-4	7
Nc1nc(SCc2cccnc2)c2ncn(C3OC(CO)C(O)C3O)c2n1 (stereo unspecified)	3	-8	-1
N#CC1=C(N)Oc2ccc3ccccc3c2C1c1cccnc1 (stereo unspecified)	6	-2	11
O=S(=O)(N/N=C1/CC(c2ccccc2)Oc2ccccc21)c1ccccc1 (stereo unspecified)	3	14	7
CCCNC(=O)c1ccc(COc2ccc(Cl)cc2)o1	6	7	15
CCCCn1nnc(N(C(=O)c2cccs2)C(=O)c2cccs2)n1	5	3	4
N#Cc1ccc(S(=O)(=O)NCCc2ccncc2)cc1	-1	-6	3
CC(CNC1CCCCC1)OC(=O)c1ccc([N+](=O)[O-])cc1 (stereo unspecified)	-1	2	3
Cc1cc(N/N=C/c2ccncc2)nc2ccccc12	13	2	3
[O-][N+](=Cc1ccccc1)c1ccc(Cl)cc1	3	1	4
CN=c1scc(-c2ccc(F)cc2)n1/N=C/c1ccc(O)c(O)c1	-1	1	2
Cc1cccn2cc(COc3ccc(-c4ccccc4)cc3)nc12	7	3	0
COc1ccc(N2CCN(C(=O)c3cc(-c4ccc(F)cc4)[nH]c3C)CC2)cc1	0	3	6
O=c1[nH]c(=O)c2cc3ccccc3nc2[nH]1	1	2	2
O=C(CN1CCN(C(C(=O)Nc2cc(C(F)(F)F)ccc2Cl)c2ccccc2)CC1)NC1CC1 (stereo unspecified)	1	-8	3
Cc1nc([N+](=O)[O-])c(Br)n1Cc1ccc(Cl)c(Cl)c1	13	-6	1
CC1(CCC(=O)O)C(=O)CCC2C1CCC1(C)C2CCC1(C)O (stereo unspecified)	13	-3	7
COc1ccc(S(=O)(=O)N2CCCCCC2)cc1C(=O)N1CCN(c2ccc(F)cc2)CC1	5	9	6
CCOc1ccc(Nc2ccc(N)c(S(=O)(=O)O)c2)cc1	14	23	3
CCOC(=O)C(=Cc1cc(=O)c(OC)co1)C(=O)OCC	2	-5	1
COc1ccc(OCC2c3cc(OC)c(OC)cc3CCN2C(=O)C(C)C)cc1 (stereo unspecified)	-4	-1	-3
CN(C)c1ccc(C=c2c3cc([N+](=O)[O-])ccc3n3c2cc(-c2ccccc2)[n+]3C)cc1	13	23	10
O=C(Cn1ncc(Cl)c(Cl)c1=O)N1CCc2ccccc21	28*	10	0
CCOC(=O)C1=C(C(=O)OCC)N(CC2CCCCC2)CCC1=O	-1	-2	6
CC(C)OCCCNc1nc(Cl)nc2c1cnn2C	2	-2	-3
Cc1c2c(=O)n(-c3nc4ccccc4s3)nc-2cc(O)n1Cc1ccccc1	8	27	6

New compounds follow:
SMILES	PAFAH1B3 FP inh	PAFAH2 inh	PAFAH1B2 FP inh
COC(=O)c1nc(NC(=O)c2ccccc2Br)n[nH]1	7	2	7
CCOC(=O)C1CCN(c2nc(N)c3c(N)nc(SCC(=O)O)cc3c2C#N)CC1	37*	7	19
Cc1ccc(NC(=O)CSCC(=O)OC(C)C(=O)Nc2ccccc2C)cc1 (stereo unspecified)	6	6	-4
O=S(=O)(CCNCCc1ccccc1)NC1CCCCC1	5	2	4
COc1ccccc1CN1CC(C(=O)NCc2nc3ccccc3n2C)CCC1=O (stereo unspecified)	-5	-4	6
Cc1ccc(-n2c(SCC(=O)NCc3ccco3)nc3nc4c(cc3c2=O)COC(C)(C)C4)cc1	9	-5	11
CCn1c(SCC(=O)N2CCC(C(N)=O)(N3CCCCC3)CC2)nc2ccccc2c1=O	0	14	4
O=C(CN1C(=O)C2C3C=CC(C3)C2C1=O)OCC(=O)c1ccc(Cl)cc1 (stereo unspecified)	5	-3	8
Cn1c(CCCNC(=O)c2ccco2)nc2ccccc21	5	-2	9
N#CC1=C(N)Oc2cc(N)ccc2C1c1cc(Br)cs1 (stereo unspecified)	5	6	9
CCCCn1c(-c2nonc2NC(=O)c2ccccc2Cl)nc2ccccc21	-1	1	2
c1ccc(CNn2c(N3CCOCC3)nc3ccccc32)cc1	3	2	2
CC(O)CSc1nc2c(c(=O)[nH]c(=O)n2C)n1Cc1ccccc1Cl (stereo unspecified)	4	-1	2
CCOC(=O)N/N=C\c1ccccc1OC/C=C/c1ccccc1	2	0	2
O=C1OCC2=C1C(c1ccc3c(c1)OCO3)c1cc3c(cc1O2)OCO3 (stereo unspecified)	5	-7	0
O=C(COc1ccc(Cl)cc1Br)NC(=O)NC1CCCC1	3	-3	2
CCCC1NC(C(=O)O)Cc2c1[nH]c1ccccc21 (stereo unspecified)	4	5	2
CC1CCCCN1C(=O)c1c(Cl)cnn1C (stereo unspecified)	0	-1	10
C[C@@H](C(=O)N=c1sc2ccccc2n1C)N1C(=O)C2CC=CCC2C1=O (stereo partly specified)	1	11	4
O=C(Nc1cc(Cl)ccc1-n1cncn1)c1ccccc1OC(F)F	-2	-6	2
